Hep lipid drop – hepatic lipid droplet formation modulation; AML12 mouse hepatocytes, oleate lipid droplets, BODIPY imaging; inhibition, % at 6.5 µM; hit rate 0.4% among 240,000; AID 1656;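 active means lipid droplet intensity inhibited by at least 50%, with more than 500 cells counted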
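Assay system: AML12 hepatocytes (mouse); Probe or stimulus: oleic acid at 100 µM to induce lipid droplet formation; Dosing: compound at 6.5 µM only; Schedule: compound with oleate, overnight; Detection: fluorescence imaging, 20x objective, two fields per well; Measure: % inhibition of lipid droplet signal.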
HEK293 NOD2/NF-kB – NOD2 signaling inhibitors, cell-based, luminescence, uHTS, HEK293 (AID 1566) | HEK293 NOD2/NF-kB luciferase reporter, luminescence; higher % means a stronger effect | one-dose inhibition, % at 4 µM; EC50 in µM for titrated hits | hit rate 0.63% among 290,000; in the data active means inhibition above about 50%; further: many of its hits are not listed in these tables
Hep lipid drop cells 6.5 µM – also measured in Hep lipid drop; calls as there; cell count; measured here: cell count, cytotoxicity flag;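 cells counted across two imaged fields per well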
Numbers without * were called inactive.

Results for Cc1ccc(CNC(=O)C2CCC(=O)N(Cc3ccccc3F)C2)s1 (configuration not stated) ?
Hep lipid drop: -1; HEK293 NOD2/NF-kB: 14%; Hep lipid drop cells 6.5 µM: 685

What do the screens show for `CCC(Oc1ccccc1)C(=O)Nc1ccccc1N1CCCC1` (configuration not stated)?
Hep lipid drop: 8; HEK293 NOD2/NF-kB: 7%; Hep lipid drop cells 6.5 µM: 837

What do the screens show for `Cc1nc(C)c(-c2ccc(SCC(=O)Nc3cccc(Cl)c3C)nn2)s1`?
Hep lipid drop: 14; HEK293 NOD2/NF-kB: 0%; Hep lipid drop cells 6.5 µM: 667

Results for COc1cccc(N2CCN(C(=O)c3cccc(N4C(=O)NC5CC4(C)Oc4c(OC)cccc45)c3)CC2)c1 (configuration not stated) ?
Hep lipid drop: -22; HEK293 NOD2/NF-kB: 6%; Hep lipid drop cells 6.5 µM: 619

Results for O=C(CNC(=O)c1ccco1)Nc1ccc(F)c(Cl)c1 ?
Hep lipid drop: 17; HEK293 NOD2/NF-kB: 3%; Hep lipid drop cells 6.5 µM: 827

What do the screens show for `COc1ccccc1C(=O)Nc1cccc2c1CCCC2`?
Hep lipid drop: 3; HEK293 NOD2/NF-kB: 10%; Hep lipid drop cells 6.5 µM: 798

What do the screens show for `COc1ccc(NC(=O)COC(=O)CCCC2=NS(=O)(=O)c3ccccc3N2)cc1`?
Hep lipid drop: 3; HEK293 NOD2/NF-kB: 3%; Hep lipid drop cells 6.5 µM: 686

Results for CCC1CCCCN1C(=O)c1cc2c(=O)n3cccc(C)c3nc2s1 (configuration not stated) ?
Hep lipid drop: 1; HEK293 NOD2/NF-kB: -23%; Hep lipid drop cells 6.5 µM: 814

Results for O=C(c1ccc2[nH]c(=O)c(=O)[nH]c2c1)N1CCN(c2ccccc2)CC1 ?
Hep lipid drop: 18; HEK293 NOD2/NF-kB: 3%; Hep lipid drop cells 6.5 µM: 744

What do the screens show for `COc1cccc(C(=O)Nc2ccc3nc4n(c(=O)c3c2)CCCC4)c1`?
Hep lipid drop: 6; HEK293 NOD2/NF-kB: 11%; Hep lipid drop cells 6.5 µM: 810

What do the screens show for `CCOc1ccc(/C=N/NC(=O)C2CCCC2)c(OCC)c1`?
Hep lipid drop: 2; HEK293 NOD2/NF-kB: -8%; Hep lipid drop cells 6.5 µM: 668

What do the screens show for `COc1ccccc1N1CCN(C2CCCN(C(=O)c3cscn3)C2)CC1` (configuration not stated)?
Hep lipid drop: 19; HEK293 NOD2/NF-kB: 0%; Hep lipid drop cells 6.5 µM: 756

Results for CN(c1cccc2cccnc12)S(=O)(=O)c1ccccc1 ?
Hep lipid drop: -13; HEK293 NOD2/NF-kB: -7%; Hep lipid drop cells 6.5 µM: 857

What do the screens show for `CCCC(C)NC(=O)Cn1c(=O)c2c(ncn2CCC(C)C)n(Cc2ccccc2)c1=O` (configuration not stated)?
Hep lipid drop: 25; HEK293 NOD2/NF-kB: 16%; Hep lipid drop cells 6.5 µM: 813

How did O=C(COC(=O)c1ccccn1)Nc1nc(-c2ccccc2)cs1 do in these assays?
Hep lipid drop: 0; HEK293 NOD2/NF-kB: -20%; Hep lipid drop cells 6.5 µM: 791

Five neighbouring compounds already listed, for reference:
Results for Cc1ccc(CNC(=O)C2CCC(=O)N(Cc3ccccc3F)C2)s1 (configuration not stated) ?
Hep lipid drop: -1; HEK293 NOD2/NF-kB: 14%; Hep lipid drop cells 6.5 µM: 685

What do the screens show for `CCC(Oc1ccccc1)C(=O)Nc1ccccc1N1CCCC1` (configuration not stated)?
Hep lipid drop: 8; HEK293 NOD2/NF-kB: 7%; Hep lipid drop cells 6.5 µM: 837

What do the screens show for `Cc1nc(C)c(-c2ccc(SCC(=O)Nc3cccc(Cl)c3C)nn2)s1`?
Hep lipid drop: 14; HEK293 NOD2/NF-kB: 0%; Hep lipid drop cells 6.5 µM: 667

Results for COc1cccc(N2CCN(C(=O)c3cccc(N4C(=O)NC5CC4(C)Oc4c(OC)cccc45)c3)CC2)c1 (configuration not stated) ?
Hep lipid drop: -22; HEK293 NOD2/NF-kB: 6%; Hep lipid drop cells 6.5 µM: 619

Results for O=C(CNC(=O)c1ccco1)Nc1ccc(F)c(Cl)c1 ?
Hep lipid drop: 17; HEK293 NOD2/NF-kB: 3%; Hep lipid drop cells 6.5 µM: 827

Additional structures:
Results for O=C(C1=C(O)C(=O)N(CCCn2ccnc2)C1c1cccc(Br)c1)c1ccco1 (configuration not stated) ?
Hep lipid drop: 16; HEK293 NOD2/NF-kB: 9%; Hep lipid drop cells 6.5 µM: 681

What do the screens show for `COc1ccc(C(=O)Nc2ccc(Nc3ccccc3)cc2)cc1OC`?
Hep lipid drop: 10; HEK293 NOD2/NF-kB: 18%; Hep lipid drop cells 6.5 µM: 733

Results for Cn1ccnc1SCC(=O)Nc1ccc([N+](=O)[O-])cn1 ?
Hep lipid drop: 1; HEK293 NOD2/NF-kB: -8%; Hep lipid drop cells 6.5 µM: 804

How did CCCn1nc(NS(=O)(=O)c2cccc3nonc23)c2cc3cccc(C)c3nc21 do in these assays?
Hep lipid drop: -1; HEK293 NOD2/NF-kB: 5%; Hep lipid drop cells 6.5 µM: 665

How did O=C(NC(Cc1ccccc1)C(=O)O)/C(=C/c1ccccc1)NC(=O)c1ccco1 (configuration not stated) do in these assays?
Hep lipid drop: 7; HEK293 NOD2/NF-kB: 7%; Hep lipid drop cells 6.5 µM: 749

Results for O=C(Nc1ccc(S(=O)(=O)Nc2cnc3ccccc3n2)cc1)c1ccc(Cl)c([N+](=O)[O-])c1 ?
Hep lipid drop: 1; HEK293 NOD2/NF-kB: 6%; Hep lipid drop cells 6.5 µM: 820

What do the screens show for `C=CCn1c2ccccc2c2nnc(SCCN3CCOCC3)nc21`?
Hep lipid drop: -6; HEK293 NOD2/NF-kB: -6%; Hep lipid drop cells 6.5 µM: 848

What do the screens show for `O=C1CC(=O)Nc2cc(S(=O)(=O)Nc3ccc(F)cc3Cl)ccc2N1`?
Hep lipid drop: -5; HEK293 NOD2/NF-kB: 19%; Hep lipid drop cells 6.5 µM: 833

How did CCCOc1cccc(C(=O)Nc2cccc3ncccc23)c1 do in these assays?
Hep lipid drop: -1; HEK293 NOD2/NF-kB: 19%; Hep lipid drop cells 6.5 µM: 820

Results for N#C/C(=C\c1ccc2c(c1)OCCO2)C(=O)Nc1nccs1 ?
Hep lipid drop: -2; HEK293 NOD2/NF-kB: -18%; Hep lipid drop cells 6.5 µM: 802

What do the screens show for `COc1ccc(N(CC(=O)Nc2ccc(C)c(C)c2)S(=O)(=O)c2c(C)noc2C)cc1`?
Hep lipid drop: -4; HEK293 NOD2/NF-kB: -5%; Hep lipid drop cells 6.5 µM: 689

Results for CN(Cc1ccco1)C(=O)c1cc2c(s1)-c1ccc(Cl)cc1S(=O)(=O)C2 ?
Hep lipid drop: 15; HEK293 NOD2/NF-kB: 33%; Hep lipid drop cells 6.5 µM: 736

What do the screens show for `CN(C(=O)CSc1cn(CC(=O)N2CCOCC2)c2ccccc12)c1ccccc1`?
Hep lipid drop: -12; HEK293 NOD2/NF-kB: -17%; Hep lipid drop cells 6.5 µM: 694

Results for CCc1ccc(NC(=O)CN(c2ccc(OC)cc2)S(=O)(=O)c2c(C)nn(C)c2C)cc1 ?
Hep lipid drop: -7; HEK293 NOD2/NF-kB: 19%; Hep lipid drop cells 6.5 µM: 623

Results for COCC1CCN(C(=O)CCc2nnc(C3(c4ccc(Cl)cc4)CCC3)o2)C1 (configuration not stated) ?
Hep lipid drop: -2; HEK293 NOD2/NF-kB: -9%; Hep lipid drop cells 6.5 µM: 803

What do the screens show for `O=C(CCc1ccccc1)N=C1SC2CS(=O)(=O)CC2N1Cc1ccc(F)cc1` (configuration not stated)?
Hep lipid drop: 5; HEK293 NOD2/NF-kB: -7%; Hep lipid drop cells 6.5 µM: 697

What do the screens show for `COc1ccc(CNC(=S)Nc2ccccc2)cc1`?
Hep lipid drop: -2; HEK293 NOD2/NF-kB: 3%; Hep lipid drop cells 6.5 µM: 898

What do the screens show for `CCOCCOC(=O)c1[nH]c2c(c1C)C(=O)CC(c1ccc(OC)c(OC)c1)C2` (configuration not stated)?
Hep lipid drop: 2; HEK293 NOD2/NF-kB: -14%; Hep lipid drop cells 6.5 µM: 750

How did O=C(CN1C(=O)S/C(=C\c2cccs2)C1=O)Nc1ccc(O)c(C(=O)O)c1 do in these assays?
Hep lipid drop: -7; HEK293 NOD2/NF-kB: 3%; Hep lipid drop cells 6.5 µM: 733

Results for C=CCNc1nc2ccccc2nc1NS(=O)(=O)c1ccc(Cl)cc1 ?
Hep lipid drop: -3; HEK293 NOD2/NF-kB: 22%; Hep lipid drop cells 6.5 µM: 820

How did Cc1ccc(N(CC(=O)NCC2CCCO2)C(=O)CNS(=O)(=O)c2ccc(Cl)cc2)cc1 (configuration not stated) do in these assays?
Hep lipid drop: 0; HEK293 NOD2/NF-kB: 8%; Hep lipid drop cells 6.5 µM: 842

What do the screens show for `CNc1nc(-c2c(C)[nH]c3ccc(OC)cc23)cs1`?
Hep lipid drop: 6; HEK293 NOD2/NF-kB: 22%; Hep lipid drop cells 6.5 µM: 430

Results for CN(C)CCCN(C(=O)c1ccc(S(=O)(=O)N2CCOCC2)cc1)c1nc2ccc(F)cc2s1 ?
Hep lipid drop: 1; HEK293 NOD2/NF-kB: 12%; Hep lipid drop cells 6.5 µM: 832

Results for CCCNC(=O)N(CCOC)CC1CCCN(C2Cc3ccccc3C2)C1 (configuration not stated) ?
Hep lipid drop: 1; HEK293 NOD2/NF-kB: 8%; Hep lipid drop cells 6.5 µM: 765

What do the screens show for `CCOc1ccccc1NC(=O)CN1CCc2ccccc2C1`?
Hep lipid drop: -24; HEK293 NOD2/NF-kB: 10%; Hep lipid drop cells 6.5 µM: 798

What do the screens show for `O=C1CCC([N+](=O)[O-])C(c2ccc(F)c(Br)c2)N1` (configuration not stated)?
Hep lipid drop: 7; HEK293 NOD2/NF-kB: 16%; Hep lipid drop cells 6.5 µM: 661

How did CCCn1cc(S(=O)(=O)c2ccc(Cl)cc2)c(=O)c2cc(OC)ccc21 do in these assays?
Hep lipid drop: -4; HEK293 NOD2/NF-kB: 3%; Hep lipid drop cells 6.5 µM: 657

Results for CN(Cc1ccco1)S(=O)(=O)c1nnc(NC(=O)c2ccc(F)cc2)s1 ?
Hep lipid drop: 8; HEK293 NOD2/NF-kB: 24%; Hep lipid drop cells 6.5 µM: 751

What do the screens show for `CCOc1cc(/C=C/C(=O)O)ccc1OCCOc1ccccc1`?
Hep lipid drop: 1; HEK293 NOD2/NF-kB: 14%; Hep lipid drop cells 6.5 µM: 822

Results for O=S(=O)(Nc1cc(Cl)cc(Cl)c1)N1CCOCC1 ?
Hep lipid drop: -4; HEK293 NOD2/NF-kB: 6%; Hep lipid drop cells 6.5 µM: 860

Results for O=C(O)c1cc(N/N=C/c2c[nH]c3ccccc23)ccc1Cl ?
Hep lipid drop: -6; HEK293 NOD2/NF-kB: -5%; Hep lipid drop cells 6.5 µM: 739

How did CCOc1ccccc1NC(=O)Cn1nnc(C(=O)NCCc2ccc(OCC)c(OCC)c2)c1N do in these assays?
Hep lipid drop: -1; HEK293 NOD2/NF-kB: -10%; Hep lipid drop cells 6.5 µM: 778

How did COCCN1CC(C(=O)NCCc2nc(C)c(C)s2)CCC1=O (configuration not stated) do in these assays?
Hep lipid drop: -2; HEK293 NOD2/NF-kB: 12%; Hep lipid drop cells 6.5 µM: 716

Results for COc1ccc(-n2nc(C(=O)NCC(=O)NCc3ccccc3OC)c3ccccc3c2=O)cc1 ?
Hep lipid drop: -4; HEK293 NOD2/NF-kB: 20%; Hep lipid drop cells 6.5 µM: 733

Results for CC(=O)Cc1nsc(NC(=O)c2ccc(COc3ccccc3C)o2)n1 ?
Hep lipid drop: -4; HEK293 NOD2/NF-kB: -52%; Hep lipid drop cells 6.5 µM: 694

How did COc1cccc(CN2CCN(Cc3cc(OC)c(OC)cc3OC)CC2)c1 do in these assays?
Hep lipid drop: -1; HEK293 NOD2/NF-kB: -36%; Hep lipid drop cells 6.5 µM: 847

What do the screens show for `CCCn1c2ccccc2c2cnn(CC(=O)N3CCOCC3)c(=O)c21`?
Hep lipid drop: 0; HEK293 NOD2/NF-kB: 13%; Hep lipid drop cells 6.5 µM: 704

What do the screens show for `COc1cc(C(=O)N2CCN(C(=O)C3COc4ccccc4O3)CC2)cc(OC)c1OC` (configuration not stated)?
Hep lipid drop: -2; HEK293 NOD2/NF-kB: 11%; Hep lipid drop cells 6.5 µM: 740

What do the screens show for `O=C(/C=C/c1ccccc1)OCCN1C(=O)c2ccccc2C1=O`?
Hep lipid drop: 0; HEK293 NOD2/NF-kB: 12%; Hep lipid drop cells 6.5 µM: 858

Gathered by group: the compounds so far with bromine.
Results for O=C(C1=C(O)C(=O)N(CCCn2ccnc2)C1c1cccc(Br)c1)c1ccco1 (configuration not stated) ?
Hep lipid drop: 16; HEK293 NOD2/NF-kB: 9%; Hep lipid drop cells 6.5 µM: 681

What do the screens show for `O=C1CCC([N+](=O)[O-])C(c2ccc(F)c(Br)c2)N1` (configuration not stated)?
Hep lipid drop: 7; HEK293 NOD2/NF-kB: 16%; Hep lipid drop cells 6.5 µM: 661

From PubChem BioAssay

Some of the compounds tested, so the mix of outcomes need not match the whole.
